# FUS suppressor = rescues growth of FUS-expressing yeast. 390,000 compounds, 0.24% hits. Potency, µM (doses to about 76.6 µM), for the others: at the highest dose growth rescue (activation), hits mostly activators. S. cerevisiae FUS-expressing, growth rescue, OD600, 24 h;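 further: potency means the concentration at half of the fitted maximal effect; plate controls were DMSO vehicle for no effect and reference control for full effect; nearly all actives have a fitted effect of over 55% in size; some results filed as inactive show a strong effect at the top dose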
#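 Yeast expressing FUS under galactose induction, OD 0.005 in 2% galactose medium; compounds in a dilution series, 24 h at 30C. Growth rescue by absorbance at 600 nm; CP55940 positive control, DMSO negative.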
# WRN inhibitor = inhibitors of human WRN helicase | WRN helicase unwinding, fluorescent forked duplex, kinetic | Potency, µM (highest dose often 114 µM), inactives show at the highest dose activity change, negative = inhibition, actives largely listed as inhibitors | 360,000 compounds, 0.46% hits | AID 651768; further: potency means the concentration at half of the fitted maximal effect; on the % scale 0 is the no-effect control and ±100 the full control effect; nearly all actives have a fitted effect of over 55% in size
# Target sequence (Q14191 whole entry, looked up): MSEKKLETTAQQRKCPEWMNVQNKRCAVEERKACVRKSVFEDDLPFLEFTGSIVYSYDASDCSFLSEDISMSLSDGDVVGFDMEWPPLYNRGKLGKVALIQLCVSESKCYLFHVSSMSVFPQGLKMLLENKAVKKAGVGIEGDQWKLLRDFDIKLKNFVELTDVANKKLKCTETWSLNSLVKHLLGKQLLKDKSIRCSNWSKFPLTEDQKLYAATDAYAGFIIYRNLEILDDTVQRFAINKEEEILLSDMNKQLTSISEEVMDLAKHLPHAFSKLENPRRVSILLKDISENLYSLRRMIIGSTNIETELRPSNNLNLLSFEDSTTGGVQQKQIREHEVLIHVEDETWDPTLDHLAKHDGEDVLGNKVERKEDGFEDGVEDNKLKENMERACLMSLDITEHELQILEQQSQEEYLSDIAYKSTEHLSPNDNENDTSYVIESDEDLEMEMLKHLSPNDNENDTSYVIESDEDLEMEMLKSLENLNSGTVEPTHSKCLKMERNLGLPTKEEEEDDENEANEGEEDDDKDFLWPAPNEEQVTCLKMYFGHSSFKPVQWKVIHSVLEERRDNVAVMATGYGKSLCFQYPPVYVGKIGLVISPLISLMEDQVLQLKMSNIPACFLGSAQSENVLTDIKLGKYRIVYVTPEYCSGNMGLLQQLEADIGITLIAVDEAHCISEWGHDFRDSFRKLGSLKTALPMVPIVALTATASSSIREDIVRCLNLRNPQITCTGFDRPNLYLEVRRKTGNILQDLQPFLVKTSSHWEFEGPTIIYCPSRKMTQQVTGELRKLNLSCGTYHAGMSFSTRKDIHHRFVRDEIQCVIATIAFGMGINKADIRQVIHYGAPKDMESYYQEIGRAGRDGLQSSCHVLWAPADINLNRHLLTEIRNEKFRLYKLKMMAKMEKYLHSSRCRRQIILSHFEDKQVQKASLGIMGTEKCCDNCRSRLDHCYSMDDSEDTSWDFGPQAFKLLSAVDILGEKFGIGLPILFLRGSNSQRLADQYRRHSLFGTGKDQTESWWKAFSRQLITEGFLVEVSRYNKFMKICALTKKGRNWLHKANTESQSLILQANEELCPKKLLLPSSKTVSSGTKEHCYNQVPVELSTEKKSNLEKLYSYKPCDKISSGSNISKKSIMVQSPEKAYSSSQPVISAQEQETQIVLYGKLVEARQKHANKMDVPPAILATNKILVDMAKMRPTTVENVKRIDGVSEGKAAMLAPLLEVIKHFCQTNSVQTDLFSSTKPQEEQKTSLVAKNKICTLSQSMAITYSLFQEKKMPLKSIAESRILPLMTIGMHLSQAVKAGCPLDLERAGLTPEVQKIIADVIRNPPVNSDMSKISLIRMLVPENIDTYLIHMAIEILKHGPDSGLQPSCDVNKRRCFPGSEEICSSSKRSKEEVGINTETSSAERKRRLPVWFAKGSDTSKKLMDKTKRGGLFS
#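 Kinetic red-fluorescence monitoring (525/598 nm) tracks WRN helicase activity after 100 nM fluorophore-quencher forked duplex and 2 mM ATP are added to 20 nM enzyme pretreated 15 min at room temperature with compound.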
# PI5P4K alpha inh = inhibitors of human PI5P4K alpha; P48426; PI5P4Kalpha enzyme, ADP-Glo luminescence, 60 min; active compounds read low; max response, %; 330,000 compounds, 1.2% hits; AID 652105; active means max response of -50% or lower; inconclusive means between -30% and -50%; inactive means -30% or higher; further: value at the top dose of about 77 µM; on the % scale 0 is the no-effect control and ±100 the full control effect
#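 Single end-point luminescence (ADP-Glo) quantified ADP from PI5P4Kalpha turnover; ATP 5 microM final, 1 h at RT, 0.1% CHAPS and 0.28 mM EGTA in HEPES pH 7.4.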
# PLK1 PBD inh = PLK1 (human) polo-box domain binding inhibition; P53350; Plk1 PBD binding of FITC phosphopeptide, fluorescence polarization; Potency, µM, without a hit: max response, negative = inhibition, hits mostly inhibitors; 360,000 compounds, 2.8% hits; further: potency means the concentration at half of the fitted maximal effect; series mostly up to about 57 µM; on the % scale 0 is the no-effect control and ±100 the full control effect; nearly all actives have a fitted effect of over 65% in size
# EPAC1 ag = EPAC1 (human) agonism. O95398. EPAC1 agonist qHTS, biochemical assay; response scale: 100% = response to 6.5 mM cAMP. 360,000 compounds, 0.073% hits. AID 720707. Potency, µM (highest dose often 154 µM), without a hit: at the highest dose activation, usual class: activators; further: potency means the concentration at half of the fitted maximal effect; nearly all actives have a fitted effect of over 60% in size
#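 Multi-concentration qHTS readout: loss of Rap1B-bound BODIPY-GDP fluorescence driven by 100 nM EPAC1 with excess GDP (50 uM), monitored kinetically at room temperature; agonist response expressed relative to 6.5 mM cAMP.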
# EPAC1 antagonist = blocks human EPAC1 exchange factor. EPAC1 GEF assay, Rap1b-BODIPY-GDP exchange fluorescence. Potency, µM (doses to about 115 µM), without a hit: at the top dose activity change, negative = inhibition, actives largely listed as inhibitors. 360,000 compounds, 0.14% hits;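 further: potency means the concentration at half of the fitted maximal effect; plate controls were vehicle for no effect and positive control for full effect; nearly all actives have a fitted effect of over 50% in size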
# aSyn rescue = inhibitors of alpha-synuclein toxicity in yeast. Yeast expressing alpha-synuclein, growth rescue, BacTiter-Glo, 24 h. Potency, µM (doses to about 46.1 µM), for inactives: at the highest dose growth rescue (activation), most hits filed as activators. 370,000 compounds, 0.14% hits. AID 652106; further: potency means the concentration at half of the fitted maximal effect; % of control where 0% means no effect; nearly all actives have a fitted effect of over 65% in size
#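 Rescue of yeast growth: cells expressing toxic alpha-synuclein, induced in galactose at OD600 0.02, incubated with compound 24 h at 30 C. ATP luminescence quantified growth; inhibitors of toxicity appear as activators.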
# Abeta yeast res = compounds reversing amyloid beta toxicity in yeast | 410,000 compounds, 0.063% hits | AID 1347071 | yeast expressing A-beta42, growth rescue, OD600, 48 h; response scale: 0% DMSO, 100% iron-clioquinol control | Potency, µM (doses to about 46.1 µM), without a hit: at the top dose growth rescue, most hits filed as activators; further: potency means the concentration at half of the fitted maximal effect; nearly all actives have a fitted effect of over 55% in size
#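 Yeast growth medium received pinned compounds, then yeast cells expressing toxic A-beta were added; plates incubated at 30 C for 48 hr. Growth read as absorbance at 600 nm, normalized to DMSO and equimolar FeCl3 plus clioquinol controls.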
# IL2 activator = activators of IL-2. 360,000 compounds, 0.065% hits. activation, % (series mostly up to about 46 µM). IL-2 activation reporter assay, cell-based qHTS; stimulated with anti-CD3/CD4/CD28 beads; in transgenic mouse T cells; in the data active means activation above about 50%; inconclusive means mostly about 30% to 49%; further: 0% is about no effect
#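 Readout is EGFP and DsRed signal by fluorescent plate cytometry after 18 h at 37 degrees C. Transgenic mouse T cells (750/well) received compound for 60 min before bead stimulation (anti-CD3, anti-CD4, anti-CD28); memory T cells served as non-tolerant control.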
# * hit, by the source's call; ? = inconclusive; nt = no result given; & = joins results of further samples; [ ] = dose if it differs, or a comment. Unless noted, the call rests on the fitted dose curve; in most records, active means well fitted curve in the direction sought with a large enough effect; inconclusive means small, poorly fitted or top-dose-only effect, or another doubt; inactive means no such curve, though single readings can be large; an effect the other way counts as inactive or inconclusive.
# Sample of the layout, two compounds:
(1) COc1cccc(-c2cccc(NC(=O)C3CCN(Cc4cccc(C)n4)CC3)c2)c1
(2) Cc1ccc(OCC(=O)O/N=C(\N)c2cccnc2)cc1
Compound	1	2
FUS suppressor	nt	14%
WRN inhibitor	-5%	5%
PI5P4K alpha inh	-3	-6
PLK1 PBD inh	1%	-13%
EPAC1 ag	1%	8%
EPAC1 antagonist	8%	-8%
aSyn rescue	2%	-1%
Abeta yeast res	-2%	0%
IL2 activator	-5.1	1.0

# The listing, previewed entries included:
(1) COc1cccc(-c2cccc(NC(=O)C3CCN(Cc4cccc(C)n4)CC3)c2)c1
(2) Cc1ccc(OCC(=O)O/N=C(\N)c2cccnc2)cc1
(3) C=CCNC(=O)NC(=O)COC(=O)c1nc2nccc(C)n2n1
(4) COc1ccc(NC(=O)[C@@H]2O[C@H](CO)[C@H](O)[C@H](O)[C@H]2O)cc1F
(5) O=C(Nc1nc2ccsc2c(=O)s1)c1ccc(F)cc1Cl
(6) COc1ccccc1-n1c(SCC(N)=O)nc2c(c1=O)SCC2
Compound	1	2	3	4	5	6
FUS suppressor	nt	14%	1%	-27%	26%	4%
WRN inhibitor	-5%	5%	11%	6%	-8%	0%
PI5P4K alpha inh	-3	-6	-1	5	-8	5
PLK1 PBD inh	1%	-13%	2%	-8%	-12%	-22%
EPAC1 ag	1%	8%	0%	12%	4%	-2%
EPAC1 antagonist	8%	-8%	19%	9%	-17%	10%
aSyn rescue	2%	-1%	7%	0%	-14%	-6%
Abeta yeast res	-2%	0%	9%	-6%	-5%	-14%
IL2 activator	-5.1	1.0	0.1	-0.3	-1.4	-0.9

(7) Cc1ccccc1NC(=O)CSc1nnc(CNC(=O)c2ccco2)n1C
(8) O=C(COC(=O)c1cnccn1)Nc1ccc(Cl)cc1C(F)(F)F
(9) CCc1ccc(NC(=O)COc2ccc(F)cc2C(=O)c2cnn(-c3ccccc3)c2)cc1
(10) CCOC(=O)/C=C1\CN(CCC(C)C)S(=O)(=O)c2ccccc21
(11) O=C(COC(=O)c1cccs1)NCCC1=CCCCC1
(12) Cn1ccnc1C(O)(c1nnc(-c2ccccc2)o1)C(F)(F)F (stereo not drawn)
Compound	7	8	9	10	11	12
FUS suppressor	-5%	?	nt	-5%	19%	-16%
WRN inhibitor	-15%	-4%	-9%	-18%	-17%[57.1 µM]	16%
PI5P4K alpha inh	-3	5	23	1	0	-5
PLK1 PBD inh	2%	0%	-1%	-16%	-10%	-6%
EPAC1 ag	1%	-6%	0%	-15%	8%	6%
EPAC1 antagonist	13%	-2%	9%	1%	10%	-4%
aSyn rescue	7%	-4%	3%	2%	2%	-10%
Abeta yeast res	9%	-8%	4%	24%	26%	4%
IL2 activator	-1.4	-1.1	-0.2	0.1	-2.5	6.8

(13) Cn1c(=O)c2c(nc(SCC(=O)NCC3CCCO3)n2C)n(C)c1=O (stereo not drawn)
(14) CCN(CC(=O)Nc1ccccc1-c1ccccc1)Cc1nc2ccccc2c(=O)[nH]1
(15) C[C@H](CO)N1C[C@H](C)[C@H](CN(C)S(=O)(=O)c2ccc(F)cc2)Oc2ncc(Br)cc2C1=O
(16) CC(=O)c1ccc(OCCCC(=O)Nc2cc(S(=O)(=O)N(C)C)ccc2C)cc1
(17) Cc1ccc(C(=O)N2CCCCC2)cc1S(=O)(=O)N1CCCCCC1
(18) O=C(O)Cn1ccc2cc(S(=O)(=O)N3CCCCCC3)ccc21
Compound	13	14	15	16	17	18
FUS suppressor	21%	24%	-7%	nt	16%	9%&-8%
WRN inhibitor	-13%	3%	-2%	4%	-3%	4%
PI5P4K alpha inh	nt	7	-1	-6	-2	8
PLK1 PBD inh	5%	7%	-26%	-7%	-8%	-7%
EPAC1 ag	3%	4%	0%	2%	2%	-4%
EPAC1 antagonist	5%	-1%	-6%	13%	-9%	10%
aSyn rescue	-5%	10%	1%	-1%	?	-5%
Abeta yeast res	6%	6%	-9%	-7%	5%	-2%&-8%
IL2 activator	-0.1	5.8	-0.2	-3.2	-0.6	-1.5

(19) C=CCOC(=O)C(C#N)c1nc2ccccc2nc1N1CCCC1 (stereo not drawn)
(20) N#C/C(=C\c1ccc2c(c1)OCO2)C(N)=S
(21) COc1ccccc1Cc1c(C(C)(C)C)nc2c3ccccc3ccn12
(22) COc1cccc(CC(=O)Nc2ccc(S(=O)(=O)Nc3nccs3)cc2)c1
(23) CCN(CC)S(=O)(=O)c1cc(-c2nnc(-c3ccc(Br)cc3)o2)ccc1Br
(24) COc1ccc(CCNC(=O)Cn2c(=O)[nH]c3ccsc3c2=O)cc1OC
Compound	19	20	21	22	23	24
FUS suppressor	3%	7%	3%	nt	-9%	-13%
WRN inhibitor	8%	-12%	-9%	-21%	-6%	2%
PI5P4K alpha inh	-10	-6	1	1	17	0
PLK1 PBD inh	-6%	-11%	-13%	1%	-11%	-12%
EPAC1 ag	-2%	6%	-7%	-11%	14%	-2%
EPAC1 antagonist	0%	-28%	-13%	-16%	-12%	-9%
aSyn rescue	0%	-5%	-2%	0%	-3%	-3%
Abeta yeast res	1%	30%	13%	-17%	0%	1%
IL2 activator	-0.3	0.4	0.1	0.5	-0.2	-0.3

(25) COC(=O)C1CCN(Cc2nnc(-c3ccccc3)o2)CC1
(26) CC(=O)Nc1ccc(-c2ccnc3c2CC(C(=O)Nc2cccc(Oc4ccccc4)c2)O3)cc1 (stereo not drawn)
(27) S=c1[nH]nc(C2CCCCC2)n1/N=C/c1cccs1
(28) CC(C)OCCCNC(=O)Cn1ncc2c(=O)oc3ccccc3c21
(29) CCOC(=O)c1c(NC(=O)CSc2nnc(-c3c[nH]c4ccccc34)n2C)sc2c1CCCC2
(30) COC(=O)[C@@]1(Cc2ccc(F)cc2)[C@H]2c3cc(C(=O)N(C)C)n(C)c3C[C@H]2CN1C(=O)c1ccccc1
Compound	25	26	27	28	29	30
FUS suppressor	6%	11µM*	nt	21%	-16%	31%
WRN inhibitor	-3%	-4%	-10%	-9%	-3%	-4%
PI5P4K alpha inh	0	6	-7	2	0	-2
PLK1 PBD inh	2%	1%	-27%	-6%	-7%	-12%
EPAC1 ag	0%	19%	-4%	-8%	-4%	8%
EPAC1 antagonist	-17%	-15%	-20%	7%	-4%	2%
aSyn rescue	3%	13%	-11%	-12%	4%	-3%
Abeta yeast res	-6%	-3%	6%	5%	13%	10%
IL2 activator	-0.4	-0.6	-0.3	-3.2	-2.7	0.9

(31) COc1cc(C(=O)NCc2cn3cccc(C)c3n2)cc(OC)c1OC
(32) CCOC(=O)Cn1c(S(=O)(=O)Cc2ccccc2)nc2ccccc21
(33) CN(C)CCNc1ncnc2c1sc1nc(N3CCOCC3)c3c(c12)CC(C)(C)SC3
(34) CCNC(=O)NC(C(=O)OC)C12CC3CC(CC(C3)C1)C2 (stereo not drawn)
(35) Cc1ccc(SCCSc2ncccn2)cc1
(36) CC/C(=N\NC(=O)CCC(=O)NCc1ccccc1)c1ccc(O)cc1
Compound	31	32	33	34	35	36
FUS suppressor	-22%	-5%	31%	7%	-5%	-18%
WRN inhibitor	-1%	-6%	-3%	-1%	-3%	5%[57.1 µM]
PI5P4K alpha inh	-4	-5	-11	-2	6	15
PLK1 PBD inh	-5%	-23%	-6%	-1%	-10%	?
EPAC1 ag	-5%	7%	-4%	3%	-1%	-6%
EPAC1 antagonist	-4%	11%	-8%	3%	-10%	1%
aSyn rescue	-2%	2%	16%	10%	0%	-3%
Abeta yeast res	-7%	-3%	12%	1%	-10%	-10%
IL2 activator	0.5	-2.2	-4.8	0.6	0.9	-1.0

# Look-ups from the results shown:
# For aSyn rescue, entry 9 has the entry 3%
# For PI5P4K alpha inh, entry 23 has the entry 17

# Going on with the list.
(37) COc1ccccc1-c1cc2nc(NCc3cccc(Cl)c3)ccn2n1
(38) Clc1ccc(-c2nc3ncccn3c2Cl)cc1
(39) COc1cccc(/C=N/NC(=O)c2cccc([N+](=O)[O-])c2)c1OS(=O)(=O)c1ccc(C)cc1
(40) O=C(NC(c1ccc(Cl)cc1)c1cnccn1)C1CCN(Cc2cccc(C(F)(F)F)c2)CC1 (stereo not drawn)
(41) Oc1ccc2ccccc2c1CN1CCN(C/C=C/c2ccccc2)CC1
(42) O=S(=O)(Nc1ccc(-c2ccc(NS(=O)(=O)c3ccccc3)cc2)cc1)c1ccccc1
Compound	37	38	39	40	41	42
FUS suppressor	34%	-35%	?	3%	-13%	-14%
WRN inhibitor	-18%	-8%	0%	7%	-5%	1%
PI5P4K alpha inh	19	-2	nt	3	5	7
PLK1 PBD inh	-10%	1%	0%	0%	-18%	-3%
EPAC1 ag	-12%	4%	7%	-14%	14%	13%
EPAC1 antagonist	-14%	3%	-9%	-18%	?	24%
aSyn rescue	?	1%	3%	0%	2%	-1%
Abeta yeast res	?	-12%	3%	-2%	1%	-7%
IL2 activator	-0.2	2.7	1.3	-0.9	1.3	0.0

(43) CCOc1ccccc1-n1c(SCC(N)=O)nnc1-c1cccnc1
(44) CC(=O)c1ccc(-n2c(CCC(=O)O)ccc2-c2ccc(Cl)cc2)cc1
(45) Cc1ccc2occ(/C=N/NC(=O)c3ccccc3Br)c(=O)c2c1
(46) Cn1c(=O)c(C(=O)NCC2CCCO2)c(O)c2ccccc21 (stereo not drawn)
(47) Cc1c(Cl)cccc1N=C(N)N=C(N)N
(48) Oc1cccc(/C=N/Nc2ccc(Cl)nn2)c1
Compound	43	44	45	46	47	48
FUS suppressor	17%	-16%	29%	-2%	4%	23%
WRN inhibitor	5%	-10%	9%	1%	-23%[57.1 µM]	-13%[57.1 µM]
PI5P4K alpha inh	2	-2	-24	-3	-10	-1
PLK1 PBD inh	1%	-5%	-8%	2%	-12%	-2%
EPAC1 ag	2%	-5%	-9%	5%	7%	-10%
EPAC1 antagonist	2%	-7%	-9%	-3%	-18%	29%
aSyn rescue	-1%	27%	-1%	6%	-4%	-5%
Abeta yeast res	5%	13%	-29%	2%	-1%	-1%
IL2 activator	-0.4	5.4	-1.4	1.9	-1.9	1.3
